High-throughput results from PubChem BioAssay.
TDP1 cell noCPT: qHTS for Inhibitors of human tyrosyl-DNA phosphodiesterase 1 (TDP1): qHTS in cells in absence of CPT; 420,000 compounds, 15% hits; Potency, µM (titrated, usually from 46.2 µM), without a hit: top-dose activity change, negative = growth inhibition, most hits filed as inhibitors; DT40 Tdp1-/- hTDP1 cells, no CPT, ATP luminescence, 48 h; AID 686978, 2013; active = well fitted inhibition curve with a large enough effect; inconclusive = small, poorly fitted or top-dose-only effect; also: nearly all actives have a fitted effect of over 55% in size
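Luminescent ATP content (CellTiter-Glo) served as the growth readout. Knockout chicken DT40 cells expressing human TDP1 were exposed to compounds without camptothecin for a minimum 48 hr at 37 °C.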
* hit, by the source's call; ? = inconclusive. % is scaled to controls: 0 for no effect and ±100 for the full control effect; potency is read from the fitted curve at half-maximal effect.

item	Structure	TDP1 cell noCPT
1	CN1CCN(c2c([N+](=O)[O-])cnc3ccccc23)CC1	-25.8%
2	COC1=CC(=O)OC(c2ccc(C#N)cc2)C1 (centres undefined)	-8.5%
3	N#Cc1c(N)nc(SC2CCCCC2=O)c(C#N)c1-c1ccco1 (centres undefined)	?
4	COc1ccc(S(=O)(=O)N2CCC[C@H]2C(=O)N2CCC[C@H]2C(=O)NCc2ccccn2)cc1C	-26.5%
5	CC(=O)N[C@H]1[C@H]([C@H](O)[C@H](O)CO)OC(C(=O)O)=C[C@@H]1N=C(N)N	-16.5%
6	CCN(c1ccccc1)S(=O)(=O)c1ccc(Cl)c(NC(=O)CN(C)Cc2cccc(F)c2)c1	18.4µM*
7	O=C(Nc1nc(-c2ccc3c(c2)OCCO3)cs1)c1ccc(Br)o1	?
8	CC(=O)C1(O)CCC2C3CC(C)C4=CC(=O)C=CC4(C)C3(F)C(O)CC21C (centres undefined)	-27.9%
9	OCCNc1ncnc2c1ncn2[C@H]1CN(Cc2cccs2)C[C@@H](CO)O1	-0.8%
10	O=C1NC[C@H](CCCCN2CCN(CCc3ccccc3)C(=O)C2=O)N(CC2CCCCC2)C1=O	-18.5%
11	CCn1c2ccccc2nc2cc3c(cc21)c(Cl)c(=O)c1ccccc13	5.8µM*
12	COc1ccc(C2COc3cc(O)ccc3C2)c(OC)c1O (centres undefined)	16.4µM*
13	CS(=O)(=O)N1Cc2cc(C(=O)NCC3CC3)nc(-c3cccc(-c4cccnc4)c3)c2[C@@H]1CCO	?
14	CN1CCN(C(c2ccc(F)cc2)c2ccc3cccnc3c2O)CC1 (centres undefined)	-6.2%
15	COc1ccccc1CNc1nc(-c2ccccc2CO)c2sccc2n1	?

(listing goes on)
item	Structure	TDP1 cell noCPT
16	COc1cc(Cl)ccc1OCc1cc(C(=O)N2CCN(C)C(=O)[C@@H]2C)no1	?
17	Cc1coc2c(C)c3oc(=O)c(CCC(=O)N[C@H](C(=O)O)C(C)C)c(C)c3cc12	-13.5%
18	CCC1CCC/C1=N\NC(=O)c1ccccc1C (centres undefined)	4.9%
19	FC(F)(F)Oc1ccccc1C(c1nnnn1C1CCCCC1)N1CCN(C/C=C/c2ccccc2)CC1 (centres undefined)	?
20	O=C1NC[C@@H](CCCCN2CCN(CC3CCCCC3)C(=O)C2=O)N(CCC2CCCCC2)C1=O	-17.1%
21	Cc1ccc(S(=O)(=O)/N=C2\C=C(NS(=O)(=O)c3ccc(C)cc3)C(=O)c3ccccc32)cc1	?
22	COc1cc([N+](=O)[O-])c(C)cc1NC(=O)c1ccc(OC)c(OC)c1	?
23	CCCCNC(=O)C1(C)CCC(=O)N1C1CC1 (centres undefined)	26.5%
24	CCn1cc(C(=O)Nc2ccccc2C(=O)OC)cn1	-5.8%
25	Cc1cc(Br)ccc1NC(=O)CN(C)C(=O)c1ccccc1OCc1c(C)noc1C	?
26	CC(=O)Nc1cccc(-c2ccnc3c2CC(C(=O)Nc2cccc(OC(F)(F)F)c2)O3)c1 (centres undefined)	18.4µM*
27	CCOC(=O)[C@]12CCCC=C1N(CCC1=CCCCC1)C(=O)[C@H](CC(=O)NCc1cccs1)C2	20.6µM*
28	CC(C)[C@H](NC(=O)c1ccc(Cl)cc1)C(=O)Nc1cccc(S(=O)(=O)N2CCOCC2)c1	-23.2%
29	O=S(=O)(c1ccccc1)N1CC2CC(Br)C(Br)CC21 (centres undefined)	-27.2%
30	Cc1nc2cc(NC(=O)C3(C)CCCN(C(C)C)C3)ccc2o1 (centres undefined)	0.2%

(next part)
item	Structure	TDP1 cell noCPT
31	c1ccc2c(c1)nnn2-c1ccncc1	5.17µM*
32	CC1(C(=O)NS(=O)(=O)c2cccc(Cl)c2)CCN1C(=O)c1cccc2ccccc12 (centres undefined)	7.5%
33	Cc1ccc([C@H]2N[C@]3(CCCN(CC4CCCCC4)C3=O)[C@H]3C(=O)N(Cc4ccccc4)C(=O)[C@@H]23)cc1	23.1µM*
34	O=C(Nc1ccc([N+](=O)[O-])cc1Cl)c1cccc([N+](=O)[O-])c1	-29.5%
35	CCOc1cc(/C=C2\N=C(C)OC2=O)cc(Cl)c1OCC(=O)OC	?
36	O=C(Nc1ccc2c(c1)C(=O)c1ccccc1-2)c1ccccc1	?
37	CSC1=NC=C(C#N)C2=NC(c3ccc(Cl)cc3)NN12 (centres undefined)	?
38	COCCNc1oc(/C=C/c2cccc(OC)c2)nc1S(=O)(=O)c1ccccc1	?
39	COc1ccc(CCNC(=O)c2ccc(NC(=O)CC3SC(N4CCCCC4)=NC3=O)cc2)cc1OC (centres undefined)	-8.9%
40	O=C(Nc1ccc(C(=O)N2CCOCC2)cc1)C1CC1	-6.9%
41	COC(=O)[C@]12CCCCC=C1N(Cc1ccco1)C(=O)[C@H](CC(=O)N1CCN(C(=O)c3ccco3)CC1)C2	?
42	CC(=O)Nc1ccc(S(=O)(=O)N[C@@H](C)C(=O)OCC(=O)c2ccc(Br)s2)cc1	-22.2%
43	CC(C)(C)OC(=O)N(CCc1ccccc1)Cc1ccccc1OCc1cccc(NC(=O)C2CC2)c1	?
44	O=C1C(=O)C(Cl)=C(Cl)C(Cl)=C1Cl	7.5%
45	N#Cc1cccc(OCCCN2CCC(C(O)(c3ccccc3)c3ccccc3)CC2)c1	16.4µM*

Structural class: those above with a nitro group on carbon.
item	Structure	TDP1 cell noCPT
1	CN1CCN(c2c([N+](=O)[O-])cnc3ccccc23)CC1	-25.8%
22	COc1cc([N+](=O)[O-])c(C)cc1NC(=O)c1ccc(OC)c(OC)c1	?
34	O=C(Nc1ccc([N+](=O)[O-])cc1Cl)c1cccc([N+](=O)[O-])c1	-29.5%

The results go on.
item	Structure	TDP1 cell noCPT
46	Cn1ccc2c(-c3cccc(C=O)c3)cc3c(c21)C1CCC3C1 (centres undefined)	?
47	C#CCOCCOCCOCCNc1nc(N2CCN(C(=O)Cn3cc(CCCCN)nn3)CC2)nc(N2CCN(C(=O)[C@H](C)n3cc(CCC(=O)O)nn3)CC2)n1	-2.1%
48	C[C@@H]1CCCCO[C@@H](CN(C)C(=O)CCC(F)(F)F)[C@@H](C)CN([C@H](C)CO)C(=O)c2cc(N(C)C)ccc2O1	-19.7%
49	CC(I)CCC(C)[n+]1cccc(I)c1 (centres undefined)	4.0%
50	CC(C)(C)c1ccc(C(=O)N2CCC2(C)C(=O)NCc2cccs2)cc1 (centres undefined)	0.651µM*
51	COc1ccc(-c2cc(NC=O)c3ncc(-c4cccc(OC)c4)n3c2)cc1	5.17µM*
52	CC(C)C1CCN(C(=O)C2CCC(=O)N(C3CCCCCC3)C2)CC1 (centres undefined)	?
53	COc1ccc(SCC(O)Cn2c3ccccc3c3ccccc32)c(OC)c1 (centres undefined)	?
54	CC(C)(C)c1ccc(CC(=O)N2CCC2(C)C(=O)NCCC#N)cc1 (centres undefined)	?
55	COc1cccc(C(=O)COC(=O)c2ccc(NC(=O)c3ccccc3)cc2)c1	-8.5%
56	Cc1ccccc1OCC(=O)OCC(=O)NC1CCCC1	-0.9%
57	CCOc1ccc(CCNC(=O)c2cc(-c3ccccc3)c(N3CCOCC3)s2)cc1	29.1µM*
58	C[C@@H]1CN(Cc2ccc3c(c2)CN(Cc2cccc4cccnc24)CCO3)C[C@H](C)O1	?
59	CC1(C)NC(=S)NC1=S	-22.2%
60	Nc1nc(N)c2c(Oc3ccc(F)cc3)cccc2n1	1.78µM*

Other compounds follow:
item	Structure	TDP1 cell noCPT
61	Cc1c(Cl)cccc1N=C1NC(=O)CS1	-9.1%
62	O=C(COc1ccccc1)Nc1c2c(nn1-c1ccc(F)cc1)CS(=O)C2 (centres undefined)	-1.4%
63	Cc1ccc(C(=O)Nc2ccc(Nc3ccccc3)cc2)cc1C	20.6µM*
64	Nc1ccc(CCNc2ncnc3c2ncn3[C@@H]2O[C@H](CO)[C@@H](O)[C@H]2O)cc1	?
65	C[C@H]1CN([C@@H](C)CO)C(=O)CCCn2cc(nn2)CO[C@@H]1CN(C)C(=O)Cc1ccccc1	-27.0%
66	COCCCNc1ccn2nc(-c3ccccc3)cc2n1	-22.7%
67	CC(C)=CCn1c2ccc(NC(=O)Nc3cccnc3)cc2c(=O)n1C	?
68	CCOC(=O)C1=CCN(S(=O)(=O)c2ccc(Br)cc2)C1c1ccccc1 (centres undefined)	?
69	CC(=O)Nc1ccc(C(=O)N2CCCCC2c2cc(C(=O)NC(C)C)no2)cc1 (centres undefined)	4.7%
70	O=[N+]([O-])c1ccc2cc[nH]c2c1	-20.1%
71	COc1ccccc1OCC(=O)N/N=C(\C)c1ccc2ccccc2c1	?
72	CC(C)(CO)NC(=O)c1cnn(-c2ncc3c(n2)-c2ccccc2CC3)c1C1CC1	-24.7%
73	Cc1cc2nc(C(C)(C)C)c(Cc3cccc(Cl)c3)n2c(C)c1Br	-23.9%
74	COc1ccc(CCN(C)C(=O)c2ccc(S(=O)(=O)Nc3ccccc3F)cc2)cc1OC	-10.2%
75	Oc1ccc(N2CCN(C(c3ccc(Cl)cc3)c3nnnn3Cc3ccc(F)cc3)CC2)cc1 (centres undefined)	?

The list continues:
item	Structure	TDP1 cell noCPT
76	Cc1ccc(S(=O)(=O)NC(=O)C2(C)CCN2C(=O)Cc2ccc(Cl)cc2Cl)nc1 (centres undefined)	3.8%
77	Cc1c(C(=O)NCc2ccc3c(c2)OCCO3)sc(=O)n1Cc1cccc(C(F)(F)F)c1	?
78	CCOC(=O)[C@]12CCCC=C1N(Cc1ccc(Cl)cc1Cl)C(=O)[C@H](CC(=O)NCc1cccc(C(F)(F)F)c1)C2	18.4µM*
79	O=C(Oc1cccc2c(O)cccc12)c1ccccc1Cl	-1.2%
80	CC12CC3CC1C(C(=O)O2)C3C(=O)O (centres undefined)	2.7%
81	O=C(NCCCn1ccnc1)c1[nH]c(C(F)(F)F)nc1-c1ccccc1	22.2%
82	Cc1nc2ccc(C(=O)N(C)Cc3ccccc3)cn2c1N(C)C(=O)CCc1ccccc1	-10.8%
83	COC(=O)c1c(OCc2cccnc2)cc(=O)n2c1CCN(C(=O)c1ccc(OC)c(F)c1)CC2	-13.7%
84	O=C(NCCc1nnc2n1CCN(Cc1ccc(F)cc1)CC2)c1ccc(F)cc1	-5.2%
85	O=[N+]([O-])c1ccc(CC(Cl)c2ccccn2)cc1 (centres undefined)	-10.3%
86	O=C1NC[C@H](Cc2ccccc2)N(C[C@@H]2CCCN2C[C@H](Cc2ccc(O)cc2)N2C[C@H](Cc3ccc(O)cc3)N(CC3CCCCC3)C(=O)C2=O)C1=O	23.1µM*
87	O=C(NCCNC(=O)c1ccc(F)cc1)c1ccc(F)cc1	-9.6%
88	O=C(CNCc1ccc(Cl)cc1)Nc1cc(S(=O)(=O)N2CCCC2)ccc1Cl	?
89	COCCCNC1=C(C#N)C(=O)NC2(CCCC2)S1	-5.7%
90	C/C=C/NNC(=O)Cc1ccc(OC)cc1	5.62µM*

Later entries.
item	Structure	TDP1 cell noCPT
91	Cc1cccc2nc3ccccc3cc12	-16.6%
92	CC1(C(=O)NC2CCCCCC2)CCN1C(=O)Cc1ccc(-c2ccccc2)cc1 (centres undefined)	14.6µM*
93	COc1ccc(-c2nc3ccc(Br)cn3c2Cc2cccc(Cl)c2)cc1OC	20.6µM*
94	CC1(C(=O)Nc2cccc(C(F)(F)F)c2)Cc2c(-c3cccc(C(F)(F)F)c3)ccnc2O1 (centres undefined)	?
95	COCCNC(=O)C1CCCN(Cc2ccccc2)CC1 (centres undefined)	1.0%
96	C[C@@H]1CN([C@H](C)CO)C(=O)c2cc(Br)cnc2O[C@@H]1CN(C)Cc1ccc(F)cc1	-26.8%
97	Cc1ccccc1-c1cccc(CN2CCc3nnc(C(C)NC(=O)c4cccnc4)n3CC2)c1 (centres undefined)	-5.0%
98	Cc1ccc(S(=O)(=O)N2CC3=C(C2)C2CC2(C)C3)cc1 (centres undefined)	?
99	COC(=O)c1sc2ccc(C)cc2c1C(=O)OC	-0.9%
100	Cc1ccccc1CN1C(=O)CSCC1(C)C(=O)Nc1c(C)cccc1C (centres undefined)	-2.5%
101	CC(=O)Nc1ccc2c(c1)C(=O)c1ccc(Cl)cc1-2	?
102	CCC(=NN=C(CC)c1ccccc1O)c1ccccc1O	?
103	COC(=O)C1=C(CCc2ccccc2)NC(=O)NC1c1ccc([N+](=O)[O-])cc1 (centres undefined)	?
104	CC(=O)N(c1ccccc1)c1ccccc1[N+](=O)[O-]	25.9µM*
105	COc1cccc(NC(=O)COC(=O)c2ccc3c(c2)OCCO3)c1	-15.4%

(continued)
item	Structure	TDP1 cell noCPT
106	CC(C)O/C(=N/S(=O)(=O)c1ccc(Cl)cc1)c1ccccc1	-7.9%
107	CCOC(=O)[C@H]1[C@H]2COc3ccc(Br)cc3[C@H]2N2C(=O)CN(Cc3ccc(Cl)cc3)C(=O)[C@@]12C	23.1µM*
108	CCc1nc2c(OCC(=O)c3ccc(Cl)cc3Cl)cccn2c1N(C=O)Cc1ccccc1	?
109	Clc1cccc(Cc2c(-c3ccccc3)nc3c4ccccc4ccn23)c1	13µM*
110	COc1cccc(-c2cnc3cccnn23)c1	?
111	O=c1[nH]c(=O)n([C@H]2CCCO2)cc1F	-4.5%
112	O=C(NCc1cccc(C(F)(F)F)c1)c1csc([C@H]2C[C@H](O)[C@@H](CO)O2)n1	-8.3%
113	CCCCn1nnnc1C(c1cc2ccccc2o1)N1CCCC1 (centres undefined)	-88.3%
114	CNC(=O)c1c(O)c2cccc3c2n(c1=O)CC3	?
115	Cc1ccccc1NC(=O)NCc1ccccn1	-3.2%
116	COCCCN1C(=O)C(CC(=O)NCCc2ccccn2)CC(C(=O)N(C(C)C)C(C)C)=C1C (centres undefined)	9.9%
117	CCCCn1c(N)c(N(CCOC)C(=O)CCNC(=O)NC23CC4CC(CC(C4)C2)C3)c(=O)[nH]c1=O	-2.9%
118	CC(Sc1nnc(-c2ccccc2F)n1C)C(=O)Nc1ccc(N2CCOCC2)cc1 (centres undefined)	-19.0%
119	COCCN(CCOC)Cc1cc(=O)oc2ccc3ccccc3c12	18.4µM*

These rows are one share of the data, so the mix of outcomes need not match the whole.
